Screens (PubChem)
mIDH1 inhibitor: inhibitors of human mutant IDH1 R132H. AID 602179. IDH1-R132H enzyme, NADPH consumption, diaphorase/resazurin fluorescence. 390,000 compounds, 0.093% hits. O75874. Potency, µM (highest dose often 76.6 µM), without a hit: at the highest dose activity change, negative = inhibition, most hits filed as inhibitors; note: potency is the fitted concentration of half-maximal effect; % is set by controls: 0 for no effect and ±100 for the full control effect; nearly all actives have a fitted effect of over 65% in size
Target sequence (O75874 whole entry R132H, stated change not applied): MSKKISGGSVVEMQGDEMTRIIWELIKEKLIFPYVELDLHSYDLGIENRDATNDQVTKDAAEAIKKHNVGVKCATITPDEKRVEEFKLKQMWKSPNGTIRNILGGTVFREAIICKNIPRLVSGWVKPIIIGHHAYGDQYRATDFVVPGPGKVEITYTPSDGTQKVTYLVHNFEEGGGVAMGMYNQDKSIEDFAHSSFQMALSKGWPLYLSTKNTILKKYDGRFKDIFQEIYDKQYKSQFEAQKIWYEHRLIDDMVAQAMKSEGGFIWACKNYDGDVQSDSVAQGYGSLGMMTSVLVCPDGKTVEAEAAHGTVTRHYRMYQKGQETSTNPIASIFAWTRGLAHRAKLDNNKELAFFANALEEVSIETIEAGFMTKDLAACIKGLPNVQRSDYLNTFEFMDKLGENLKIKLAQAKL
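IDH1-R132H (0.5 ug/mL dispensed) in pH 7.5 Tris buffer was preincubated 30 min with compound, then given a substrate mix of 0.016 mM NADPH and 2 mM alpha-KG for 80 min at room temperature; remaining NADPH was read by diaphorase/resazurin fluorescence.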
PI4K2A inh: blocks human PI4K2A kinase activity | 420,000 compounds, 0.13% hits | Q9BTU6 | purified PI4K2A, ADP-Glo luminescence, 1 h; stronger effect = lower value | AID 1346378 | activity change, negative = inhibition, % at 76.9 µM; in the data active = activity change below about -50%; inconclusive = mostly about -30% to -49%;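 note: -100% = wells without enzyme as full effect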
Target sequence (Q9BTU6 whole entry, looked up): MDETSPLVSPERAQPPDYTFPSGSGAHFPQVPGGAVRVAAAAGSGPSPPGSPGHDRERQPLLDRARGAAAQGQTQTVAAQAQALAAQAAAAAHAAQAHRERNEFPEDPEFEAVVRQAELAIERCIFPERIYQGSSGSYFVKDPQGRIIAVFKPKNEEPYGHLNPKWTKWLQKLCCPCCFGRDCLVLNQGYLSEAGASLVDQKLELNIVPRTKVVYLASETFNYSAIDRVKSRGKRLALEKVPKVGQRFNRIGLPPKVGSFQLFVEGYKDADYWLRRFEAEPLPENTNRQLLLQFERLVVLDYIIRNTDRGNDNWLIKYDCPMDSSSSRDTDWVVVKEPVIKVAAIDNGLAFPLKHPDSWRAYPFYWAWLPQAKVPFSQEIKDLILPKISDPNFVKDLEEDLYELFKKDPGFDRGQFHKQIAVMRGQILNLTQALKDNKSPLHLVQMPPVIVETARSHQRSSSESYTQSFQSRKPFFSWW
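Compounds are screened against recombinant PI4K2A using PI as substrate and ATP, the latter dispensed at 300 microM. Reactions run one hour at ambient temperature before ADP-Glo detection; full inhibition defined by wells lacking enzyme.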
Tb PGK inh: inhibitors of T. brucei phosphoglycerate kinase; P07378; AID 602233; 380,000 compounds, 0.043% hits; PGK/GAPDH coupled, Kinase-Glo luminescence, 60 min; Potency, µM (series often up to 57.5 µM), inactives show at the top dose activity change, negative = inhibition, most hits filed as inhibitors; note: potency is the fitted concentration of half-maximal effect; % is set by controls: 0 for no effect and ±100 for the full control effect; nearly all actives have a fitted effect of over 60% in size
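Recombinant glycosomal PGK reaction used 1,3-bisphosphoglycerate generated in-well by GAPDH (100nM final) in 100mM TEA pH 7.6, 5mM MgCl2, 0.01% Tween-20. After 60 minutes at room temperature, ATP was read by Kinase-Glo Plus luminescence end-point.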
USP1-UAF1 inh: blocks the human USP1/UAF1 deubiquitinase complex; O94782; recombinant USP1/UAF1, Ub-Rhodamine cleavage fluorescence; Potency, µM (doses to about 57.1 µM), for the others: at the highest dose activity change, negative = inhibition, most hits filed as inhibitors; 390,000 compounds, 0.23% hits; note: potency is the fitted concentration of half-maximal effect; % is set by controls: 0 for no effect and ±100 for the full control effect; nearly all actives have a fitted effect of over 60% in size; inactives centre near -12
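1 nM enzyme complex + cpd, 15 min RT; start with Ub-Rho 150nM final; kinetic fluorescence ex 480/em 540, 6 reads q60 s. Buffer 50mM HEPES pH 7.8, 0.5mM EDTA, 0.1 mg/ml BSA, 1mM TCEP, 0.01% Tween-20.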
TrxR1 inh: blocks rat thioredoxin reductase 1. 390,000 compounds, 1% hits. Potency, µM (titrated, usually from 114 µM), inactives show at the top dose activity change, negative = inhibition, actives largely listed as inhibitors. recombinant rTrxR1, NADPH fluorescence consumption, selenite substrate; note: potency is the fitted concentration of half-maximal effect; % is set by controls: 0 for no effect and ±100 for the full control effect; nearly all actives have a fitted effect of over 65% in size
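Rat TrxR1 (90 nM in the dispensed reagent) was pre-reduced with 400 uM NADPH for 5 min at room temperature, then incubated with compound for 15 min. After 400 uM selenite was added, NADPH fluorescence (Ex 340/Em 450 nm) was followed for 8 min.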
HP1b binding inh: inhibitors of HP1-beta chromodomain binding to methylated histone tails. P83916. AlphaScreen HP1-beta / biotin-H3K9me3 peptide binding. Potency, µM (series often up to 114 µM), without a hit: at the top dose activity change, negative = inhibition, actives largely listed as inhibitors. 390,000 compounds, 0.56% hits. AID 540317; note: potency is the fitted concentration of half-maximal effect; nearly all actives have a fitted effect of over 70% in size; inactives centre near 23
Target sequence (P83916 whole entry, looked up): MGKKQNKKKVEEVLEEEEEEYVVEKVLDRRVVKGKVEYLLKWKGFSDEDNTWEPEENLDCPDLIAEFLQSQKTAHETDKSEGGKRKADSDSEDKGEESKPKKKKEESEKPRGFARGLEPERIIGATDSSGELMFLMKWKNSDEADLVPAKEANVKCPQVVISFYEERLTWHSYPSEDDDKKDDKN
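HP1-beta protein (50 nM final) preincubated 30 min at room temperature with biotinylated H3(1-18)K9me3 peptide (50 nM) in PBS pH 7.4, 0.01% Tween-20, then compound added for 30 min. AlphaScreen streptavidin donor/nickel chelate acceptor beads (10 ug/mL final), 30 min dark, luminescence read.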
TrxR1 substrate: rat thioredoxin reductase 1 substrate activity. O89049. purified TrxR1 substrate turnover, NADPH consumption readout. Potency, µM (titrated, usually from 114 µM), inactives show at the top dose activity change, negative = substrate turnover. 390,000 compounds, 0.01% hits. AID 588456; note: potency is the fitted concentration of half-maximal effect; % is set by controls: 0 for no effect and ±100 for the full control effect; nearly all actives have a fitted effect of over 50% in size
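Rat TrxR1, dispensed at 90 nM, was prereduced with 400 uM NADPH (final) for 5 min at ~22 deg C, then incubated with compound 15 min before 400 uM selenite. A first-read NADPH fluorescence drop versus no-compound background flagged substrates.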
GLS inhibitor: blocks human kidney-isoform glutaminase activity. O94925. GLS enzymatic activity, qHTS titration. Potency, µM (series often up to 45.5 µM), for the others: at the highest dose activity change, negative = inhibition, hits mostly inhibitors. 410,000 compounds, 0.21% hits. AID 624170; note: potency is the fitted concentration of half-maximal effect; % is set by controls: 0 for no effect and ±100 for the full control effect
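Assay buffer: 45 mM KH2PO4 pH 8.2, 0.02% Tween-20. hKGA acts on L-glutamine (1 mM solution added); product glutamate is reported by an oxidase/peroxidase Amplex Red coupling, with fluorescence taken at baseline and 30 min.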
Pin1 inh: human Pin1 inhibition; Q13526; Pin1 FP peptide displacement, HiFluor488, 10 min; Potency, µM (doses to about 115 µM), without a hit: top-dose activity, negative = inhibition, most hits filed as inhibitors; 390,000 compounds, 0.009% hits; AID 504891; active = well fitted inhibition curve with a large enough effect in the polarisation, with a control signal flat, not every such curve was filed as active; inconclusive = small, poorly fitted or top-dose-only effect, or effect the other way, or a change in a side signal; inactive = no such curve, though single readings can be large or run the other way; the % refers to the polarisation; note: potency is the fitted concentration of half-maximal effect; % is set by controls: 0 for no effect and ±100 for the full control effect
* = called active by the depositor; i = inactive; ? = inconclusive; . = not tested or not shown; & = joins results of further samples; [ ] = dose if it differs, or a comment. Unless noted, calls come from the whole dose curve; as a rule, active = well fitted curve in the direction sought with a large enough effect; inconclusive = small, poorly fitted or top-dose-only effect, or another doubt; inactive = no such curve, though single readings can be large; an effect the other way counts as inactive or inconclusive.

SMILES	mIDH1 inhibitor	PI4K2A inh	Tb PGK inh	USP1-UAF1 inh	TrxR1 inh	HP1b binding inh	TrxR1 substrate	GLS inhibitor	Pin1 inh
CCC(C)C(N)C1=NC(C(=O)N[C@@H](CC(C)C)C(=O)N[C@H](CCC(=O)O)C(=O)N[C@H](C(=O)N[C@H]2CCCCNC(=O)[C@H](CC(N)=O)NC(=O)[C@@H](CC(=O)O)NC(=O)[C@H](Cc3cnc[nH]3)NC(=O)[C@@H](Cc3ccccc3)NC(=O)[C@H]([C@@H](C)CC)NC(=O)[C@@H](CCCN)NC2=O)[C@@H](C)CC)CS1 (stereo partly specified)	1%	-1	2%	7%	7%	35%	1%	-18%	.
CCCCn1c(N)c(N(CC)C(=O)c2ccc(N3CCCC3=O)cc2)c(=O)[nH]c1=O	-5%	58	i	-19%	-2%[57.1 µM]	30%	-1%[57.1 µM]	-3%	1%
O=C(NCc1cc([N+](=O)[O-])ccc1O)c1cc(-c2ccncc2)nc2ccccc12	-17%	4	-6%	?	3%	15%	-2%	5%	?
CCC(C)Oc1nc2c(c(=O)n(C)c(=O)n2C)n1C (stereo unspecified)	11%	4	11%	-11%	3%	16%	2%	-8%	-3%
COc1ccc(-c2noc(CCC(=O)O)n2)cc1	4%	-7	-13%	-12%	-4%	14%	-14%	0%	-6%
Cc1cccc(Nc2nnc(-c3ccc(C)c(S(=O)(=O)N4CCN(C)CC4)c3)c3ccccc23)c1	8%	-1	-2%	-9%	19%	3%	-1%	11%	11%
Cc1ccc(NC(=S)Nc2cc(C)on2)cc1	-8%	2	4%	-22%	7%	27%	6%	13%	-1%
Cc1ccccc1NC(=O)c1ccc(Cl)c(S(=O)(=O)N2CCCCCC2)c1	6%	-7	i	-5%	4%	29%	-5%	-5%	6%
Nc1nc(NC(=O)Cc2ccccc2)nn1-c1ccccc1	3%	4	i	-8%	5%	60%[activator]	-8%	-3%	1%
COCC1CCCCN1C(=O)c1ccc(OC)c(OC2CCN(C(C)C)CC2)c1 (stereo unspecified)	3%	2	-10%	-23%	31%	26%	0%	?	5%
O=C(CCn1c(=O)c2sccc2n(CC(=O)OCc2ccccc2)c1=O)NCc1ccccc1	2%	-2	6%	3%	-4%	23%	-2%	-1%	2%
Cc1c(C(=O)O)sc2nc(CSc3ncc(C(F)(F)F)cc3Cl)[nH]c(=O)c12	-2%	-1	-29%	?	16%	?	-2%	2%	18%
Nc1nc2n(n1)C(c1cccc(Br)c1)CC(c1ccc(F)cc1)N2 (stereo unspecified)	16%	-10	-6%	-21%	14%[57.1 µM]	37%	8%[57.1 µM]	0%	-10%
CC(C(=O)N1CCCC1)N1CCN(c2ccccc2O)CC1 (stereo unspecified)	13%	-1	-1%	-10%	12%	2%	6%	?	0%
Cc1ccc(Nc2nc3ccccc3c(=O)[nH]2)cc1C	9%	-2	-7%	-7%	10%	25%	5%	1%	1%
CCOC(=O)c1ccc(-n2ccnc2)c(NC(=O)c2cccc(Br)c2)c1	0%	-1	-3%	-18%	0%[57.1 µM]	6%	4%[57.1 µM]	6%	-2%
O=C(Nc1ccccc1)NC1CCCCNC1=O (stereo unspecified)	2%	-17	-2%	-5%	0%[57.1 µM]	26%	9%[57.1 µM]	-10%	0%
COc1ccc(S(=O)(=O)N2CCC(C(=O)O)(c3ccccc3)CC2)cc1	4%	-4	0%	-6%	13%[57.1 µM]	41%[activator]	-13%	-9%	2%
COc1ccccc1CNC(=O)c1ccc(N2CCOCC2)c([N+](=O)[O-])c1	-3%	2	i	-11%	18%	-6%	-5%	3%	-2%
CCC1CCC2(CC1)SCC(=O)N2c1ccccc1 (stereo unspecified)	6%	2	-4%	-14%	21%	24%	-1%	2%	1%
CCN(c1ccccc1)S(=O)(=O)c1ccc(NC(=O)c2ccco2)cc1	-2%	5	-3%	-2%	26%[57.1 µM]	-6%	-1%[57.1 µM]	-3%	-6%
Cc1ccccc1CN1CCCN(CC(=O)Nc2ccc3c(c2)OCCO3)S1(=O)=O	1%	-3	i	-28%	12%[57.1 µM]	-3%	6%[57.1 µM]	5%	-9%
O=c1c2oc3ccccc3c2n(Cc2ccccc2)c(=O)n1Cc1ccco1	0%	-1	-2%	4%	10%	45%[activator]	6%	2%	-1%
Cc1cccc(N2CCN(C(=O)CCCSc3nc4ccccc4[nH]3)CC2)c1C	10%	2	-2%	-14%	9%	22%	-7%	-4%	16%
COc1ccccc1CCNC(=O)CSc1nnc2ccc(-c3cccnc3)nn12	-5%	5	i	-10%	21%	72%[activator]	0%	-12%	0%
CCOC(=O)Cn1c(=O)oc2ccc(C)cc21	12%	2	10%	-9%	15%[57.1 µM]	59%[activator]	7%	?	-2%
CC(=O)c1ccc(OC(=O)C(CCS(C)(=O)=O)N2C(=O)c3ccccc3C2=O)cc1 (stereo unspecified)	-2%	1	0%	-15%	-7%	29%	9%	0%	1%
Cc1ccc2c(c1)sc1nc(-c3cc4cc(Cl)ccc4oc3=O)cn12	4%	8	i	-11%	5%[57.1 µM]	0%	-8%[57.1 µM]	-9%	-3%
COc1cc(NC(=O)CN2C(=O)COc3ccc(S(=O)(=O)N4CCCC4)cc32)cc(OC)c1	-10%	3	4%	-10%	1%	21%	-8%	-9%	1%
O=C(Nc1cc2c3c(c1)CC(=O)N3CCC2)c1ccc(Br)o1	16%	-7	i	-19%	-14%	14%	-9%	0%	2%
O=C(CN1CCN(Cc2ccccc2)CC1)NCCc1ccccc1	4%	-2	-6%	5%	13%[57.1 µM]	20%	6%[57.1 µM]	-10%	1%
O=C(CCS(=O)(=O)c1ccc(Br)cc1)N1CCN(c2ccc(Cl)cc2)CC1	1%	5	6%	-7%	11%	23%	3%	38%[activator]	0%
CCN1CCc2c(sc(NC(=O)c3ccc(S(=O)(=O)N4CC(C)OC(C)C4)cc3)c2C(N)=O)C1 (stereo unspecified)	-5%	-3	-6%	-17%	10%	34%	-4%	8%	21%
CCN1C(=NCCc2ccccn2)N[C@@H](c2cccc(C(F)(F)F)c2)C(C(=O)OC)=C1C	26%	-6	i	-6%	8%[57.1 µM]	26%	9%[57.1 µM]	0%	2%
COc1ccc(-c2cc(NCCc3ccncc3)n3ncnc3n2)cc1	1%	-1	-2%	-7%	13%	22%	21%	1%	0%
Cc1noc(C)c1S(=O)(=O)Nc1ccc(C(=O)NC2CCCCC2C)cc1 (stereo unspecified)	4%	-6	3%	-15%	8%[57.1 µM]	21%	-4%	6%	?
CC(=O)c1ccc(OCc2cc(C(=O)N(C)C3CCOC3)no2)cc1 (stereo unspecified)	-6%	1	8%	0%	4%	33%	-1%	-1%	2%
O=C1N/C(=C/c2cccn2-c2ccc(F)cc2)C(=O)N1Cc1ccccc1F	18%	-7	0%	7%	-25%[57.1 µM]	14%	5%[57.1 µM]	-9%	18%
CCN1CCCC1CNC(=O)c1ccc2c(c1)NC(=O)/C(=C\c1ccccc1F)S2 (stereo unspecified)	-9%	-2	5%	-26%	.	.	.	14%	.
CCOC(=O)C1CCN(Cc2nnc(-c3ccccc3C)o2)CC1	-4%	4	-12%	-11%	17%	45%[activator]	-1%	-3%	1%
Brc1ccc(CN2CCCCCC2)cc1	12%	1	i	4%	-77%	?	7%[57.1 µM]	-8%	-10%
CCOC(=O)c1c(Nc2ccccc2)nnc(-c2ccccc2)c1-c1ccccc1	14%	1	-8%	-31%	?	17%	-14%	4%	2%
COc1ccc2c(c1)c(C(=O)N/N=C/c1ccccc1Cl)c(C)n2C	4%	-3	-2%	-10%	7%	15%	-6%	-10%	0%
CC(CC(=O)N1CCN(c2ccc(C(F)(F)F)cn2)CC1)n1ccnc1 (stereo unspecified)	3%	-2	-6%	-8%	18%[57.1 µM]	7%	31%	2%	-1%
COC(=O)c1ccccc1NC(=O)c1cc2sccc2n1C	11%	0	-10%	-4%	-12%	24%	3%	1%	9%
CCOc1ccccc1NC(=O)C(CC)Sc1nc2ccncc2[nH]1 (stereo unspecified)	-1%&0%	3&1	6%	-14%&-1%	25%&-8%	?	-1%&-6%	-13%&-5%	-2%&2%
Cc1ccccc1-c1nc(C(=O)NCC2CCCO2)cc2c1[nH]c1ccccc12 (stereo unspecified)	-5%	-2	-2%	?	49%[activator]	10%	33%[activator]	6%	30%[activator]
CCC(C)NC(=O)CC(NS(=O)(=O)c1ccc(Cl)cc1)c1ccco1 (stereo unspecified)	10%	-7	-1%	-17%	11%[57.1 µM]	30%	-6%[57.1 µM]	-3%	1%
CN(C)C(=O)COc1ccc2c3c(c(=O)oc2c1)CCCC3	11%	5	1%	-13%	18%	22%	103%[activator]	-12%	4%
CC(NC(=O)c1ccccc1NC(=O)CSc1nnnn1C)c1ccccc1 (stereo unspecified)	0%	-6	-1%	-19%	10%[57.1 µM]	53%	12%[57.1 µM]	-2%	4%

Not all compounds are listed, so the mix of outcomes need not match the whole.
